Assay outcomes as filed in PubChem BioAssay.
EPAC1 ag = qHTS for Agonist of cAMP-regulated guanine nucleotide exchange factor 3 (EPAC1): primary screen; EPAC1 agonist qHTS, biochemical assay; response scale: 100% = response to 6.5 mM cAMP; Rap guanine nucleotide exchange factor 3 (Homo sapiens), O95398; Potency, µM (top dose mostly 154 µM), for the others: at the top dose activation, most hits filed as activators; actives 0.073% (n = 360,000); also: nearly all actives have a fitted effect of over 60% in size
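EPAC1 100 nM, Rap1B–BODIPY-GDP 250 nM, unlabeled GDP 50 uM; compound titration; 5 min RT; kinetic read ex480/em540 at 5-min intervals ×30 min; data normalized to 6.5 mM cAMP agonist control.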
FUS suppressor = qHTS for Suppressors of FUS Proteinopathy: Primary screen using FUS-linked yeast assay. S. cerevisiae FUS-expressing, growth rescue, OD600, 24 h. Potency, µM (highest dose often 76.6 µM), for inactives: top-dose growth rescue (activation), hits mostly activators. actives 0.24% (n = 390,000);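 also: plate controls were DMSO vehicle for no effect and reference control for full effect; nearly all actives have a fitted effect of over 55% in size; some results filed as inactive show a strong effect at the top dose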
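S. cerevisiae expressing FUS from galactose induction served as the toxicity model. Growth after 24hr at 30C, read as absorbance at 600 nm, indicates suppression of toxicity; compounds dosed at several concentrations.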
TDP-43 yeast inh = qHTS of TDP-43 Inhibitors | AID 652104, 2013 | TDP-43 expressing yeast growth rescue, BacTiter-Glo, 24 h | actives 1.8% (n = 410,000) | Potency, µM (top dose mostly 46.1 µM), without a hit: top-dose growth rescue (activation), actives largely listed as activators; also: % of control where 0% means no effect; nearly all actives have a fitted effect of over 50% in size
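Luminescence from BacTiter-Glo reports growth of TDP-43-expressing yeast after 24 hr at 30 deg C with compound. Cells were raffinose-pregrown to mid-log, then seeded in galactose medium at OD600=0.02.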
aSyn rescue = qHTS of alpha-syn Inhibitors. Yeast expressing alpha-synuclein, growth rescue, BacTiter-Glo, 24 h. Potency, µM (titrated, usually from 46.1 µM), for the others: at the highest dose growth rescue (activation), hits mostly activators. actives 0.14% (n = 370,000); also: % of control where 0% means no effect; nearly all actives have a fitted effect of over 65% in size
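Readout is rescue of growth in alpha-synuclein-expressing yeast, so inhibitors of toxicity appear as activators. Growth after 24 hr at 30 deg C in galactose medium is quantified by luminescence.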
EPAC2 agonist = qHTS for Agonist of cAMP-regulated guanine nucleotide exchange factor 4 (EPAC2): primary screen. Rap guanine nucleotide exchange factor 4 (Homo sapiens), Q8WZA2. EPAC2 activation, biochemical qHTS; response scale: 100% = 6.5 mM cAMP response. Potency, µM (doses to about 154 µM), for the others: at the highest dose activation, hits mostly activators. actives 0.079% (n = 360,000). AID 720711, 2013; also: nearly all actives have a fitted effect of over 50% in size
Target sequence (Q8WZA2 whole entry, looked up): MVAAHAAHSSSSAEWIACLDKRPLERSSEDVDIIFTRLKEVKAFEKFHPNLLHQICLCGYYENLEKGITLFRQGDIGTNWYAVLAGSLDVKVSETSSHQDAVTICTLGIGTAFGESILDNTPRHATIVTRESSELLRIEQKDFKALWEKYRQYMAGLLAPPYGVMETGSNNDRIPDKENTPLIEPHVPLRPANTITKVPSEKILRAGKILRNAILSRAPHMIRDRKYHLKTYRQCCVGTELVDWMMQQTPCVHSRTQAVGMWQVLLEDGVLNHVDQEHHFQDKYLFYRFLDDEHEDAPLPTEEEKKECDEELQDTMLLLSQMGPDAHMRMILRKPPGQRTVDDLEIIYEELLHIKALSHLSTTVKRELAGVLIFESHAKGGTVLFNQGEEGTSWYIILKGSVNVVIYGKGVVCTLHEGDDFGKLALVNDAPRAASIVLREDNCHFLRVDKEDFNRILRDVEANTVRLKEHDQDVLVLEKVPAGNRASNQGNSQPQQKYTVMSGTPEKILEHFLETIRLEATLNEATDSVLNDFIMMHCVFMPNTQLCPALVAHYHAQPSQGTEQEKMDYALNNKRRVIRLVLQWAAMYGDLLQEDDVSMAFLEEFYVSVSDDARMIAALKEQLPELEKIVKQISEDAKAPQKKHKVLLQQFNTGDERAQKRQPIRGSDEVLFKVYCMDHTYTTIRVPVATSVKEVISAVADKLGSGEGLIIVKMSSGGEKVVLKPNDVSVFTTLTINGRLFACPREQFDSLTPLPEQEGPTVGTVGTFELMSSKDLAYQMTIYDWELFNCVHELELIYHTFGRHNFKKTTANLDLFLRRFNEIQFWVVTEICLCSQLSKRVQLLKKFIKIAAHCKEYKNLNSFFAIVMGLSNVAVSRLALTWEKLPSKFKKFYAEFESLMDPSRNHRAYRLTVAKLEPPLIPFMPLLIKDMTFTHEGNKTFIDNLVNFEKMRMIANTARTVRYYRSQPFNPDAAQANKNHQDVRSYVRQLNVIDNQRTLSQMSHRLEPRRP
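Each well held 100 nM EPAC2, 250 nM RAP1B-BODIPY-GDP and 50 uM GDP. Fluorescence, read at 5-min intervals to 30 min, was referenced to a 6.5 mM cAMP positive control.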
EPAC1 antag = qHTS for Antagonist of cAMP-regulated guanine nucleotide exchange factor 3 (EPAC1): primary screen | Rap guanine nucleotide exchange factor 3 (Homo sapiens), O95398 | EPAC1 GEF assay, Rap1b-BODIPY-GDP exchange fluorescence | Potency, µM (top dose mostly 115 µM), without a hit: at the top dose activity change, negative = inhibition, most hits filed as inhibitors | actives 0.14% (n = 360,000) | AID 720709, 2013;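 also: plate controls were vehicle for no effect and positive control for full effect; nearly all actives have a fitted effect of over 50% in size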
EPAC2 antag = qHTS for Antagonist of cAMP-regulated guanine nucleotide exchange factor 2 (EPAC2): primary screen | EPAC2 GEF exchange of Rap1B-BODIPY-GDP, fluorescence | Potency, µM (series often up to 114 µM), for inactives: at the highest dose activity, negative = inhibition, hits mostly inhibitors | actives 0.18% (n = 360,000) | AID 720708, 2013; also: % is scaled to controls: 0 for no effect and ±100 for the full control effect; nearly all actives have a fitted effect of over 45% in size; many of its hits are not listed in these tables
PTHR1 agonist = qHTS for PTHR1 Agonists: Primary Screen. Parathyroid hormone/parathyroid hormone-related peptide receptor (Homo sapiens), Q03431. HEK293 GP2 PTHR1 cells, GloSensor cAMP luminescence, 1 h. Potency, µM (titrated, usually from 115 µM), inactives show at the top dose activation, actives largely listed as activators. actives 0.075% (n = 410,000); also: nearly all actives have a fitted effect of over 55% in size; some results filed as inactive show a strong effect at the top dose; inactives centre near -15; many of its hits are not listed in these tables
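HEK-293-derived GP2 cells expressing PTHR1 and a GloSensor cAMP reporter, 3,000/well, plated overnight, given luciferin plus IBMX (each 0.5 mM as added) for 1 h at 37 °C, then compound for 1 h at 37 °C. Luminescence was read after 15 min at room temperature.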
Numbers without * were called inactive; & = joins results of further samples; [ ] = remark or other dose. Calls follow the shape of the dose curve; as a rule, active = well fitted curve in the direction sought with a large enough effect; inconclusive = small, poorly fitted or top-dose-only effect, or another doubt; inactive = no such curve, though single readings can be large; an effect the other way counts as inactive or inconclusive. Potency is read from the fitted curve at half-maximal effect. An excerpt (hit frequency here may not be typical).

How did CC1CCCN(C(C(=O)Nc2ccc3c(c2)OCCO3)c2ccccc2)C1 (stereo not drawn) do in these assays?
EPAC1 ag: -4%; FUS suppressor: 8%; TDP-43 yeast inh: 1%; aSyn rescue: -2%; EPAC2 agonist: 17%; EPAC1 antag: 5%; EPAC2 antag: 10%; PTHR1 agonist: inactive

Results for CC(=O)N1CN(S(=O)(=O)c2ccc(C)cc2)CC1C (stereo not drawn) ?
EPAC1 ag: 3%; FUS suppressor: -4%; TDP-43 yeast inh: -14%; aSyn rescue: 2%; EPAC2 agonist: 2%; EPAC1 antag: 9%; EPAC2 antag: 15%; PTHR1 agonist: inactive

What do the screens show for `CC(C)CN(C(=O)COC(=O)CCCc1c[nH]c2ccccc12)c1c(N)n(Cc2ccccc2)c(=O)[nH]c1=O`?
EPAC1 ag: -17%; TDP-43 yeast inh: 4%; aSyn rescue: -1%; EPAC2 agonist: -24%; EPAC1 antag: 0%; EPAC2 antag: 23%; PTHR1 agonist: inactive

What do the screens show for `COc1ccccc1N1CCN(CC(O)COc2cccc3ccccc23)CC1` (stereo not drawn)?
EPAC1 ag: -13%&-21%; FUS suppressor: -21%&-1%; TDP-43 yeast inh: -3%&8%; aSyn rescue: 14%&-1%&5%; EPAC2 agonist: 19%&8%; EPAC1 antag: -24%&-18%; EPAC2 antag: -21%&2%; PTHR1 agonist: -45%&-32%[inhibitor]

How did O=C1NC(SCCCF)=N/C1=C/c1ccc(-n2cncn2)cc1 do in these assays?
EPAC1 ag: 11%; FUS suppressor: -10%; TDP-43 yeast inh: 0%; aSyn rescue: -3%; EPAC2 agonist: 4%; EPAC1 antag: -16%; EPAC2 antag: 5%; PTHR1 agonist: -10%

What do the screens show for `CCOC(=O)c1cc(CC)sc1NC(=O)c1cccc(N2C(=O)CCC2=O)c1`?
EPAC1 ag: -2%; TDP-43 yeast inh: 22%; aSyn rescue: -3%; EPAC2 agonist: 2%; EPAC1 antag: -8%; EPAC2 antag: 6%; PTHR1 agonist: inactive

Results for Cc1ccc(Nc2ncnc3sc(C)c(C)c23)cc1 ?
EPAC1 ag: 12%; FUS suppressor: 15%; TDP-43 yeast inh: inconclusive; aSyn rescue: 0%; EPAC2 agonist: 16%; EPAC1 antag: -1%; EPAC2 antag: -9%; PTHR1 agonist: -6%[57.5 µM]

How did CC(=O)c1ccc(OCc2nnn(CC(=O)O)c2-c2ccccc2)cc1 do in these assays?
EPAC1 ag: 10%; FUS suppressor: -8%; TDP-43 yeast inh: 19%; aSyn rescue: 3%; EPAC2 agonist: 8%; EPAC1 antag: -2%; EPAC2 antag: -10%; PTHR1 agonist: inactive

Results for CC(=O)Nc1ccc(NC(=O)CCCN2C(=O)c3ccccc3C2=O)cc1 ?
EPAC1 ag: -6%; FUS suppressor: 2%; TDP-43 yeast inh: 14%; aSyn rescue: -3%; EPAC2 agonist: 1%; EPAC1 antag: -19%; EPAC2 antag: 1%; PTHR1 agonist: inactive

What do the screens show for `O=C(Cn1ccccc1=O)NCc1ccc(F)cc1`?
EPAC1 ag: 13%; FUS suppressor: -14%; TDP-43 yeast inh: -2%; aSyn rescue: -5%; EPAC2 agonist: 6%; EPAC1 antag: 7%; EPAC2 antag: 8%; PTHR1 agonist: -9%

What do the screens show for `O=C(N/N=C/c1cc2c(cc1Br)OCO2)c1c[nH]c2ccccc12`?
EPAC1 ag: 0%; FUS suppressor: -32%; TDP-43 yeast inh: 4%; aSyn rescue: -9%; EPAC2 agonist: 8%; EPAC1 antag: inconclusive; EPAC2 antag: inconclusive; PTHR1 agonist: -49%[inhibitor]

What do the screens show for `CCOCCOC(=O)C1=C(C)NC2=C(C(=O)CC(c3cccs3)C2)C1c1ccsc1` (stereo not drawn)?
EPAC1 ag: 2%; FUS suppressor: 24%; TDP-43 yeast inh: -13%; aSyn rescue: 0%; EPAC2 agonist: 4%; EPAC1 antag: -2%; EPAC2 antag: -1%; PTHR1 agonist: -5%[57.5 µM]

Results for CC(=O)c1ccc(C(=O)N(CCN(C)C)c2nc3c(Cl)cccc3s2)cc1 ?
EPAC1 ag: 2%; FUS suppressor: 17%; TDP-43 yeast inh: -17%; aSyn rescue: 6%; EPAC2 agonist: 9%; EPAC1 antag: 3%; EPAC2 antag: -16%; PTHR1 agonist: 9%

How did Cc1ccccc1Oc1ncnc2sccc12 do in these assays?
EPAC1 ag: 0%; FUS suppressor: 17%; TDP-43 yeast inh: 11µM*; aSyn rescue: -16%; EPAC2 agonist: 2%; EPAC1 antag: 6%; EPAC2 antag: 17%[57.1 µM]; PTHR1 agonist: 17%[57.5 µM]

What do the screens show for `COc1ccc(-c2noc(CSc3nc4ccccc4c(=O)n3-c3ccc(C)cc3)n2)cc1`?
EPAC1 ag: 5%; FUS suppressor: -13%; TDP-43 yeast inh: 23%; aSyn rescue: 0%; EPAC2 agonist: 11%; EPAC1 antag: -3%; EPAC2 antag: 1%; PTHR1 agonist: -8%

Two compounds picked at random from those above:
How did CC1CCCN(C(C(=O)Nc2ccc3c(c2)OCCO3)c2ccccc2)C1 (stereo not drawn) do in these assays?
EPAC1 ag: -4%; FUS suppressor: 8%; TDP-43 yeast inh: 1%; aSyn rescue: -2%; EPAC2 agonist: 17%; EPAC1 antag: 5%; EPAC2 antag: 10%; PTHR1 agonist: inactive

What do the screens show for `COc1ccc(-c2noc(CSc3nc4ccccc4c(=O)n3-c3ccc(C)cc3)n2)cc1`?
EPAC1 ag: 5%; FUS suppressor: -13%; TDP-43 yeast inh: 23%; aSyn rescue: 0%; EPAC2 agonist: 11%; EPAC1 antag: -3%; EPAC2 antag: 1%; PTHR1 agonist: -8%

(list continues)
Results for CC1(C)C(=O)Nc2ccccc2N1C(=O)COc1ncnc2c(Cl)cc(Cl)cc12 ?
EPAC1 ag: 5%; FUS suppressor: 32%; TDP-43 yeast inh: -22%; aSyn rescue: 1%; EPAC2 agonist: 10%; EPAC1 antag: 9%; EPAC2 antag: -2%; PTHR1 agonist: inactive

How did COc1ccccc1C/C(N)=N/OC(=O)c1cccc([N+](=O)[O-])c1C do in these assays?
EPAC1 ag: 1%; FUS suppressor: 1%; TDP-43 yeast inh: 20µM*; aSyn rescue: -56%[inhibitor]; EPAC2 agonist: 2%; EPAC1 antag: 3%; EPAC2 antag: -3%; PTHR1 agonist: -42%[inhibitor]

How did CCN(C(=O)COC(=O)c1c(NC(C)=O)sc(C)c1C)C1CCS(=O)(=O)C1 (stereo not drawn) do in these assays?
EPAC1 ag: 2%; TDP-43 yeast inh: -1%; aSyn rescue: -2%; EPAC2 agonist: 1%; EPAC1 antag: 1%; EPAC2 antag: 2%; PTHR1 agonist: -23%

How did O=C(CCC(=O)c1cccs1)NC(c1ccccc1)c1ccccc1 do in these assays?
EPAC1 ag: -6%; FUS suppressor: -3%; TDP-43 yeast inh: 3%; aSyn rescue: 12%; EPAC2 agonist: -4%; EPAC1 antag: 5%; EPAC2 antag: 9%; PTHR1 agonist: inactive

How did CN(Cc1ccccc1)C(=O)c1ncn2c1C(=O)N(C)CC2 do in these assays?
EPAC1 ag: -8%; FUS suppressor: -19%; TDP-43 yeast inh: inconclusive; aSyn rescue: -1%; EPAC2 agonist: 10%; EPAC1 antag: 17%; EPAC2 antag: 14%; PTHR1 agonist: -3%

What do the screens show for `CSc1ccccc1C(=O)N1CCN(S(=O)(=O)c2sc(C(=O)O)c(C)c2C(=O)O)CC1`?
EPAC1 ag: -5%; TDP-43 yeast inh: 21%; aSyn rescue: 8%; EPAC2 agonist: -8%; EPAC1 antag: -5%; EPAC2 antag: -2%; PTHR1 agonist: inactive

What do the screens show for `O=C(NC1CCCCCC1)C1CCC(CNS(=O)(=O)c2ccc(Br)s2)CC1` (stereo not drawn)?
EPAC1 ag: 4%; FUS suppressor: 1%; TDP-43 yeast inh: 0%; aSyn rescue: 1%; EPAC2 agonist: -6%; EPAC1 antag: -14%; EPAC2 antag: 4%; PTHR1 agonist: -19%

What do the screens show for `Cc1ccccc1Nc1nc(N)nc(CSCc2c(C)noc2C)n1`?
EPAC1 ag: 1%; FUS suppressor: 24%; TDP-43 yeast inh: 9%; aSyn rescue: -4%; EPAC2 agonist: 6%; EPAC1 antag: -2%; EPAC2 antag: -4%; PTHR1 agonist: -49%[inhibitor][57.5 µM]

What do the screens show for `Cc1ccc(NC(=O)CCC(=O)NNC(=O)c2ccccc2)c(C)c1`?
EPAC1 ag: 0%; FUS suppressor: 4%; TDP-43 yeast inh: -14%; aSyn rescue: 6%; EPAC2 agonist: 7%; EPAC1 antag: -6%; EPAC2 antag: 5%; PTHR1 agonist: -66%[inhibitor]

What do the screens show for `O=C(Cc1coc2cc3c(cc12)CCC3)OCc1cc(=O)n2c(n1)sc1ccccc12`?
EPAC1 ag: 10%; FUS suppressor: 31%; TDP-43 yeast inh: 0%; aSyn rescue: 3%; EPAC2 agonist: 0%; EPAC1 antag: -19%; EPAC2 antag: -5%; PTHR1 agonist: inactive

Results for Cc1nc2c(-c3ccccc3)cnn2c(N2CCOCC2)c1C ?
EPAC1 ag: 6%; FUS suppressor: 7%; TDP-43 yeast inh: inconclusive; aSyn rescue: 8%; EPAC2 agonist: 2%; EPAC1 antag: inconclusive; EPAC2 antag: 4%; PTHR1 agonist: -18%

How did CC(NC(=O)c1cccc(F)c1)C1CC2CCC1C2 (stereo not drawn) do in these assays?
EPAC1 ag: 18%; FUS suppressor: 5%; TDP-43 yeast inh: 21%; aSyn rescue: -4%; EPAC2 agonist: 10%; EPAC1 antag: 12%; EPAC2 antag: -7%; PTHR1 agonist: inactive

How did O=C(Nc1ccccc1Cl)c1cc(=O)c2ccccc2o1 do in these assays?
EPAC1 ag: 6%; FUS suppressor: 6%; TDP-43 yeast inh: inconclusive; aSyn rescue: 5%; EPAC2 agonist: 9%; EPAC1 antag: -1%; EPAC2 antag: 1%; PTHR1 agonist: -6%

Results for Cc1cnc(CNC(=O)c2csc([C@H]3C[C@H](O)[C@@H](CO)O3)n2)cn1 ?
EPAC1 ag: 6%; FUS suppressor: -32%; TDP-43 yeast inh: 0%; aSyn rescue: 0%; EPAC2 agonist: 1%; EPAC1 antag: 1%; EPAC2 antag: 9%; PTHR1 agonist: -8%
